# High-throughput results deposited in PubChem by several laboratories.
# Wnt bcat act = Wnt/beta-catenin pathway activators, primary screen, cell-based, plate reader, single point; Wnt/beta-catenin reporter cell assay, activator; hit rate 1.2% among 300,000; activation, % at 9.35 µM; in the data active = activation above about 30%, passing the limit was not always enough;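 note: 0% = neutral control wells and 100% = positive control wells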
# E coli growth = E. coli V3065 growth inhibition, primary screen, counter-screen for AddAB inhibitor project, absorbance, OD600; AID 449728, 2010; inhibition, % at 11.9 µM; 18 h; hit rate 0.27% among 330,000;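 active = inhibition above the campaign's mean inhibition across all tested compounds plus 3 SD, cut at about 9.9% in these data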;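 note: uninfected addAB+ strain grown without phage in ampicillin broth; 0% = DMSO wells and 100% = ciprofloxacin 0.95 µg/ml wells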
# MITF TRPM1 HTS = activators of MITF-driven TRPM1 promoter reporter, primary screen, cell-based, SK-MEL-5, luciferase, single point; SK-MEL-5 TRPM1-promoter luciferase, 24 h; % of positive control, neutral wells = 0; activation, % at 12.5 µM; hit rate 0.75% among 300,000;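 active = mean activation of at least 80% with every replicate also reaching 80%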;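 note: 0% = neutral control wells and 100% = parthenolide positive control wells; values of inactives mirror those of a sister screen read the other way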
# AddAB inh = growth inhibition of E. coli expressing H. pylori AddAB, primary screen, AddAB inhibitor project, absorbance; AID 435030, 2010; inhibition, % at 11.9 µM; hit rate 0.29% among 330,000; in the data active = inhibition above about 12%;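 note: 0% = vehicle wells of infected cells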
# Tat transport = E. coli Tat export inhibitors, primary screen, MC4100, TorA-mCherry reporter, fluorescence, single point; hit rate 0.036% among 340,000; AID 488895, 2010; inhibition, % at 10 µM;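 active = mean replicate inhibition at least 50% and at least half of replicates individually reaching 50%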;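 note: exported cargo escapes ClpAP degradation while cytoplasmic cargo is degraded and loses fluorescence; 0% = median of neutral control wells and 100% = median of NaSCN control wells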
# phage Ecoli inh = growth loss of phage-infected E. coli, primary screen, RecBCD inhibitor project, absorbance, with phage, HTS | inhibition, % at 11.9 µM | hit rate 0.26% among 360,000 | AID 651602, 2012; in the data active = inhibition above about 11%
# CAL PDZ FP-1 = untagged CAL PDZ binding inhibitors, primary screen, biochemical, fluorescence polarization, HTS; Golgi-associated PDZ and coiled-coil motif-containing protein (Homo sapiens), Q9HD26; purified CAL PDZ, TMR-peptide fluorescence polarization, 1 h; inhibition, % at 24.9 µM; hit rate 0.92% among 300,000; AID 602252, 2012;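 active = mean inhibition of at least 30% with at least half of replicates also reaching 30%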;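 note: 0% = DMSO neutral control and 100% = excess unlabeled competitor peptide PRC23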
# CAL PDZ FP-2 = CAL PDZ peptide-binding inhibitors, primary screen, biochemical, fluorescence polarization, Cer-tagged CAL PDZ, HTS | Golgi-associated PDZ and coiled-coil motif-containing protein (Homo sapiens), Q9HD26 | purified CAL PDZ, TMR-peptide fluorescence polarization, 1 h | inhibition, % at 20 µM | hit rate 0.02% among 330,000 | AID 504414, 2011;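 active = highest replicate inhibition of at least 40%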;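 note: plate controls were DMSO neutral control wells for no effect and unlabeled competitor peptide control wells for full effect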
#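 Control set: unlabelled peptide and DMSO controls / Material: purified CerCALP PDZ construct / Timing: 1 h incubation at room temperature before polarization reading / Doses: 20 µM, one dose / Detection: fluorescence polarization (mP)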
# SR-BI HDL uptake = inhibitors of SR-BI mediated HDL lipid uptake, primary screen, ldlA[mSR-BI] cells, fluorescence, single point | Scavenger receptor class B member 1 (Mus musculus), Q61009 | ldlA[mSR-BI] CHO cells, DiI-HDL uptake fluorescence, 3 h | inhibition, % at 12.5 µM | hit rate 0.96% among 320,000 | AID 488896, 2010;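 active = mean replicate inhibition of at least 70% and a set share of replicates each scoring 70 or more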;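 note: 0% = median of neutral control wells and 100% = median of positive control wells; values of inactives mirror those of a sister screen read the other way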
# Target sequence (Q61009 whole entry, looked up): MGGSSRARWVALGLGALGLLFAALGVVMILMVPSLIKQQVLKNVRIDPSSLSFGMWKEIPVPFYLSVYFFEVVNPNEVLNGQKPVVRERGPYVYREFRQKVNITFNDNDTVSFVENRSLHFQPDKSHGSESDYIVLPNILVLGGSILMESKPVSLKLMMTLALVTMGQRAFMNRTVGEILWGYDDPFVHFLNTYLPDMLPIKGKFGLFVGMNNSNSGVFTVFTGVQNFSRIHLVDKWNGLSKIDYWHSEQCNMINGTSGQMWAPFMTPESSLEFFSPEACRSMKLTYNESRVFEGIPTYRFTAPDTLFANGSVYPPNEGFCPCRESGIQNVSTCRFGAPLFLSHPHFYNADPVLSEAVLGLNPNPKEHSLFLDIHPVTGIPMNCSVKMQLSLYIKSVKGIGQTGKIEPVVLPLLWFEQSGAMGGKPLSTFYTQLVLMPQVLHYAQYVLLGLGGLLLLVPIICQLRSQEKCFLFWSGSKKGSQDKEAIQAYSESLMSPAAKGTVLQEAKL
# SR-BI DiI-HDL act = activators of SR-BI mediated DiI-HDL uptake, primary screen, ldlA[mSR-BI] CHO cells, DiI fluorescence | hit rate 0.096% among 320,000 | AID 504775, 2011 | 3 h; 100 = double the neutral-control signal | activation, % at 12.5 µM;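 active = mean replicate activation of at least 60% and every replicate at or above 60%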;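 note: 0% = median plate neutral-control signal and 100% = twice that signal; values of inactives mirror those of a sister screen read the other way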
#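 Assay system: LDL receptor-deficient CHO ldlA cells overexpressing murine SR-BI / Medium: BSA-supplemented, HEPES-buffered Ham's F12, pH 7.4 / Probe or stimulus: DiI-labelled HDL at 10 µg/mL final / Timing: compound with DiI-HDL co-incubation, 3 h at 37 °C / Technique: bottom-read cell fluorescence after medium removal, ex 550/em 595 nm / Measure: HDL uptake via cellular fluorescence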
# The depositor's hits bear a star; . = not tested or not shown; & = joins results of further samples. The order is random; overall some 3.6% were active at least once.
SMILES,Wnt bcat act,E coli growth,MITF TRPM1 HTS,AddAB inh,Tat transport,phage Ecoli inh,CAL PDZ FP-1,CAL PDZ FP-2,SR-BI HDL uptake,SR-BI DiI-HDL act
COC(=O)C1C(=O)C(C(=O)c2ccc([N+](=O)[O-])cc2)C(=O)CC1(C)C (centres undefined),-1,-1.6,10,1.7,-7,-0.6,3,0.5,-23,23
CCOC(=O)NC(NC(=S)Nc1ccccc1OC)C(Cl)(Cl)Cl (centres undefined),5,-0.1,2,1.2,-9,1.2,-4,0.8,12,-12
O=C(O)CC1COc2ccccc2N1S(=O)(=O)c1ccc(Br)cc1 (centres undefined),2,-2.9,-1,-4.4,-7,-1.8,.,-0.6,-21,21
CC(=O)[C@@H]1[C@@H](C(=O)c2ccc(C)cc2)[C@]2(C(=O)Nc3ccccc32)[C@H]2C=Cc3cc(F)ccc3N12,-1,1.5,-6,0.9,-4&3,2.4,-2,-1.0,0&28,0&-28
COc1cc(OC)cc(C(=O)NNC(=O)C2CSC3(C)CCC(=O)N23)c1 (centres undefined),2,1.8,0,3.0,-6,-1.7,.,0.7,-21,21
CCCCn1c(-c2ccncc2)nc2c1c(=O)[nH]c(=O)n2CC(C)C,1,0.5,3,2.0,8,2.8,-2,-0.7,-28,28
CCC(C)NC(=O)Cn1c(=O)sc2ccccc21 (centres undefined),2,1.0,6,-0.5,-2,1.3,-2,-3.8,.,.
O=C(NCCCNC(=O)c1c(F)cccc1F)c1c(F)cccc1F,0,-1.6,-1,1.3,6,-0.9,2,-1.3,78*,-78
Cc1cc(S(=O)(=O)N2CCN(c3ccccn3)CC2)ccc1F,-1,.,-6,.,-1,0.6,-6,-0.2,-13,13
CC(C)(C)NC(=O)CSc1nc(-c2ccc(F)cc2)cs1,38*,0.4,71,1.2,-1,-0.3,1,-2.4,34,-34
CC1CCCCC1NC(=O)c1cccc(S(=O)(=O)N2CCN(C)CC2)c1 (centres undefined),-2,3.2,0,3.2,-5,3.7,-1,-1.2,-26,26
O=C1CC(c2ccc(F)c(Br)c2)C2=C(CCCC2=O)N1 (centres undefined),.,-2.5,0,0.3,4,0.0,-6,-1.1,-18,18
N=C1S/C(=C\c2ccccc2F)C(=O)N1c1ccc(F)cc1,-3,-3.6,11,-1.4,14,2.6,-3,-2.9,-27,27
COc1ccc(NC(=O)CCOc2ccccc2)c(OC)c1,1,0.4,.,3.6,1,3.5,-5,-1.7,30,-30
C=CCn1cc(/C=N\NC(=O)c2cc3c(ccc4ccccc43)o2)c2ccccc21,.,-5.5,11,1.2,-2,0.6,-1,-0.5,1,-1
O=C(CCCN1C(=O)c2ccccc2C1=O)N1CCC(c2ccccc2)C1 (centres undefined),.,0.5,.,-1.1,12,-1.8,0,-0.8,-31,31
O=C(CN1CCSC1=NCc1ccccc1)c1ccc(Cl)c(Cl)c1,.,-1.2,16,0.7,0,2.1,-2,-3.8,7,-7
O=C(CCc1ccc(S(=O)(=O)N2CCOCC2)cc1)N/N=C/c1cccc(O)c1,-2,-1.9,28,0.2,-17,5.2,-2,-1.2,-7,7
Cc1ccn2cc(-c3cccc(S(=O)(=O)N4CCCC4)c3)nc2c1,2,-2.3,7,3.2,0,-0.6,-14,-2.8,9,-9
O=C(CC1C(=O)NCCN1CC1CCCCC1)NCCc1ccc(F)cc1 (centres undefined),1,-0.7,-5,0.2,3,5.7,-2,-3.2,-29,29

# 4 structures already listed, ordered by length of the SMILES, largest number first.
SMILES,Wnt bcat act,E coli growth,MITF TRPM1 HTS,AddAB inh,Tat transport,phage Ecoli inh,CAL PDZ FP-1,CAL PDZ FP-2,SR-BI HDL uptake,SR-BI DiI-HDL act
CC(=O)[C@@H]1[C@@H](C(=O)c2ccc(C)cc2)[C@]2(C(=O)Nc3ccccc32)[C@H]2C=Cc3cc(F)ccc3N12,-1,1.5,-6,0.9,-4&3,2.4,-2,-1.0,0&28,0&-28
O=C(CCc1ccc(S(=O)(=O)N2CCOCC2)cc1)N/N=C/c1cccc(O)c1,-2,-1.9,28,0.2,-17,5.2,-2,-1.2,-7,7
O=C1CC(c2ccc(F)c(Br)c2)C2=C(CCCC2=O)N1 (centres undefined),.,-2.5,0,0.3,4,0.0,-6,-1.1,-18,18
CCC(C)NC(=O)Cn1c(=O)sc2ccccc21 (centres undefined),2,1.0,6,-0.5,-2,1.3,-2,-3.8,.,.

# Remaining list, next part.
SMILES,Wnt bcat act,E coli growth,MITF TRPM1 HTS,AddAB inh,Tat transport,phage Ecoli inh,CAL PDZ FP-1,CAL PDZ FP-2,SR-BI HDL uptake,SR-BI DiI-HDL act
CCc1ccc(OCC(=O)N(C)C2CCS(=O)(=O)C2)cc1 (centres undefined),.,1.7,3,3.1,8,-0.3,2,-0.1,14,-14
CC(C)c1ccc(NC(=O)CCc2ccccc2)cc1,10,0.8,.,3.9,1,3.9,-14,-0.5,-7,7
CCC12C(=Nc3c(Cl)cccc31)C[C@@H]1CCN3C(=O)CCC[C@H]2[C@H]13 (some centres undefined),-1,.,17,.,0,3.4,-2,-0.8,19,-19
CCCOc1ccccc1C(=O)N(Cc1ccc(C)o1)C1CCS(=O)(=O)C1 (centres undefined),3,-0.6,4,-1.6,-6,1.0,-1,-2.9,-4,4
CC1CCCCN1S(=O)(=O)c1ccc(C(=O)Nc2sccc2C(N)=O)cc1 (centres undefined),13,-0.6,58,-1.5,19,3.9,.,-2.2,-10,10
Cc1csc(NC(=O)CCc2c(C)nc3cc(-c4cccc(F)c4)nn3c2C)n1,-12,-1.4,-1,-2.8,-1,1.8,.,0.7,2,-2
O=C(/C(=C(\O)c1ccccc1)c1nc2ccccc2[nH]1)c1ccccc1,1,-3.0,24,-3.3,-7,-1.7,5,-1.0,1,-1
COc1ccccc1OCc1csc(NC(=O)c2ccco2)n1,.,3.2,67,3.4,2,1.4,-6,-1.2,34,-34
C=CC[n+]1c(-c2ccc(Cl)cc2Cl)csc1Nc1c(C)n(C)n(-c2ccccc2)c1=O,-1,-0.5,-20,3.5,2,3.7,2,0.6,29,-29
Cc1nn(C)c(C)c1S(=O)(=O)N1CCc2ccccc21,.,-0.3,-10,4.0,-8,1.8,-1,-1.2,-6,6
COC(CN(C)C(=O)c1ccc(CS(=O)(=O)c2ccccc2C)o1)OC,1,-0.6,1,3.2,-2,2.6,-3,.,-11,11
COc1cc(CNC(C)(C)C)cc(Br)c1OCc1cccs1,.,2.4,12,2.7,15,1.6,-4,-0.2,-17,17
O=C1c2ccccc2NC2(CCCCC2)N1N=C1CCCCC1,0,-0.6,-5,0.5,-2,4.3,6,0.2,-16,16
CC(C)C[C@@]12C(=O)N(c3cccc(F)c3)C(=O)N1[C@H](c1ccc(F)cc1)[C@@H]1C(=O)N(C3CCCCC3)C(=O)[C@@H]12,2,0.2,0,3.4,6,2.4,-5,-0.3,-12,12
CCCCCC(=O)OC(CN1CCCCCC1)CN1CCCC1=O (centres undefined),0,-1.4,.,2.6,-10,0.0,-6,-0.9,-18,18
CC(=O)c1ccc(NC(=O)COC(=O)c2ccccc2Sc2ccccc2C#N)cc1,-1,-1.6,-5,-1.2,-8,1.1,2,-2.8,7,-7
COc1ccc(N2C(=O)CSC2c2ccccc2[N+](=O)[O-])cc1 (centres undefined),-2,-2.1,-3,3.5,1,-0.1,-5,-1.4,3,-3
Cc1cccc(C(=O)NC(=S)Nc2ccc(S(=O)(=O)N(C)c3ccccc3)cc2)c1,-1,1.3,1,0.7,5,0.0,-4,-0.6,-7,7
Cc1ccc(S(=O)(=O)N2Cc3ccccc3CC2C(=O)NC(C)(C)C)cc1 (centres undefined),-1,-1.2,7,2.2,-2,0.5,-18,-0.9,-25,25
COc1ccc(/C(N)=N/OC(=O)COc2ccccc2Cl)cc1,0,1.0,60,4.9,-7,3.2,7,-1.1,-34,34
COc1ccc(C2C3=C(CC(C)(C)CC3=O)Nc3c2c(=O)n(C)c(=O)n3C)cc1OC (centres undefined),0,-1.0,2,-1.1,-1,1.4,11,0.8,-28,28
Cc1noc(NS(=O)(=O)c2ccc(N/C=C\C(=O)c3ccc4c(c3)OCO4)cc2)c1C,.,2.9,13,5.5,-3,5.9,.,-2.3,11,-11
CCOc1ccc(NC(=O)C2C3CCC4C(CCC32)C4(Cl)Cl)cc1 (centres undefined),-7,-2.5,-6,-2.1,3,2.2,-3,-2.5,29,-29
c1cnc2nc(CSc3ncn[nH]3)cn2c1,-1,-1.1,2,1.7,3,2.6,-1,-2.0,-17,17
O=S(=O)(/N=C/c1ccccc1O)c1cccs1,.,1.7,6,1.5,2,-1.6,-2,-0.3,-11,11
N#Cc1ccccc1OCC(=O)N1CCN(C(=O)c2ccco2)CC1,1,-0.7,-6,2.4,-1,1.0,1,-1.2,-10,10
CCN(CC)c1cc(C)c2cc(NC(=O)c3ccc(Br)o3)ccc2n1,-1,0.8,.,2.4,-3,1.8,-4,.,73*,-73
Cc1ccc(C(=O)COC(=O)c2ccccc2NC(=O)c2ccccc2)cc1[N+](=O)[O-],-1,-1.3,-3,4.3,-7,5.1,-1,-0.6,4,-4
CCOC(=O)Cn1c(CN(C)Cc2ccccc2)nc2c1c(=O)n(C)c(=O)n2C,1,2.6,-3,1.4,2,1.3,0,0.1,-21,.
CCOC(=O)c1c[nH]c2c(C(F)(F)F)cccc2c1=O,-2,-0.8,6,3.5,-12,0.8,-1,-2.9,-6,6
Cc1ccc2nc(N3C(=O)C(O)=C(C(=O)c4cc5ccccc5o4)C3c3cccs3)sc2c1 (centres undefined),.,-6.8,6,-4.6,0,.,-4,-2.6,-13,13
Clc1cccc(Cl)c1/C=C/c1nc2ccccc2[nH]1,.,2.0,58,-2.5,7,.,-5,-6.4,29,-29

# An excerpt from above, reduced to E coli growth, Wnt bcat act and SR-BI DiI-HDL act.
canonical_smiles,E coli growth,Wnt bcat act,SR-BI DiI-HDL act
Cc1noc(NS(=O)(=O)c2ccc(N/C=C\C(=O)c3ccc4c(c3)OCO4)cc2)c1C,2.9,.,-11
CCOC(=O)Cn1c(CN(C)Cc2ccccc2)nc2c1c(=O)n(C)c(=O)n2C,2.6,1,.
CCN(CC)c1cc(C)c2cc(NC(=O)c3ccc(Br)o3)ccc2n1,0.8,-1,-73
